Screening results (PubChem BioAssay)
KCNK3 inh = human KCNK3 channel inhibitors, primary screen, CHO cells, FluxOR thallium flux, B-score; Potassium channel subfamily K member 3 (Homo sapiens), O14649; FluxOR fluorescence; stronger effect = lower value; B-score at 10 µM; 340,000 compounds, 0.84% hits;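 active = B-score under library mean minus 4 SD, starting fluorescence ratio at most library mean plus 5 SD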;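 also: more negative B-score means stronger inhibition of thallium flux through KCNK3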
ANO1 activ = TMEM16A chloride channel activators or potentiators, primary screen, cell-based, HTS; Anoctamin-1 (Mus musculus), Q8BHY3; HEK293 TMEM16A/YFP-H148Q/I152L, iodide quench fluorescence; stronger effect = lower value; B-score at 10 µM; 340,000 compounds, 0.3% hits;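 active = fluorescence-ratio B-score plate-corrected deviation score at least 3 library SD below zero, with starting fluorescence score within 5 deviations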;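 also: channel opened by trigger with iodide after compound preincubation; score built on the fluorescence ratio of max minus min over baseline; more negative score means more quench and so TMEM16A activation or potentiation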
Target sequence (Q8BHY3 whole entry, looked up): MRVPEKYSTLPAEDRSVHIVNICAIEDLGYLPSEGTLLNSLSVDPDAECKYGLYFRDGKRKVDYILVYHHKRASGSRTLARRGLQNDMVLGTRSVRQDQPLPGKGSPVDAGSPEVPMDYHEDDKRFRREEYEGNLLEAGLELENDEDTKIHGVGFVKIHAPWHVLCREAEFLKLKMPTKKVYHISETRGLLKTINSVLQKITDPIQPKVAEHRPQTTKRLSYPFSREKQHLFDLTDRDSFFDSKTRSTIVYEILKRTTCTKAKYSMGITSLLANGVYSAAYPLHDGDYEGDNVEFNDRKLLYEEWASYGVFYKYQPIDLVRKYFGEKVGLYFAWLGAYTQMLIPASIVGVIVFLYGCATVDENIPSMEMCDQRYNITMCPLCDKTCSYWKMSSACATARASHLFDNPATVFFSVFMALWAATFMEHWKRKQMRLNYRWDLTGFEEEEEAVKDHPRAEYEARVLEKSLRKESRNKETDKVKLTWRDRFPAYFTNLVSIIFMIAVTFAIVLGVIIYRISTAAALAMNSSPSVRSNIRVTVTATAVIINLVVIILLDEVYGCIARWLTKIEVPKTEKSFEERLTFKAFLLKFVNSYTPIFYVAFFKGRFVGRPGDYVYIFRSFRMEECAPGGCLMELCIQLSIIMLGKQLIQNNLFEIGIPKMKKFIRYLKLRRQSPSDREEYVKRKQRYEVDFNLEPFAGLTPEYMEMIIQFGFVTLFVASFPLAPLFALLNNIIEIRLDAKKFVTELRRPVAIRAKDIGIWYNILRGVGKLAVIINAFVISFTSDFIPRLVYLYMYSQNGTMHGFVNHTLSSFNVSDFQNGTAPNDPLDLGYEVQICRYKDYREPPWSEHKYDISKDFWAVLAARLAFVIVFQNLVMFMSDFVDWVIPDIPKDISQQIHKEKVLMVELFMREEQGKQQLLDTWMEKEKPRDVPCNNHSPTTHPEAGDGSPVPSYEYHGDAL
An asterisk follows results filed as active; i = inactive. Only part of the results is shown (hit frequency here may not be typical).

Under each structure – KCNK3 inh	ANO1 activ
O=C(O)C1CCCN1C(=O)C1CCN(S(=O)(=O)c2cccc(C(F)(F)F)c2)CC1 (configuration not stated)
 : i	i
CC1(C)CC(=O)C(Br)=C(O)C1
 : i	i
COc1ccc(C(=O)COC(=O)C2CCN(c3ccc(C(F)(F)F)cn3)CC2)c(OC)c1
 : i	i
c1ccc(CN(Cc2ccccc2)Cc2nnc(-c3cc4ccccc4[nH]3)s2)cc1
 : i	i
O=C(c1cc(F)c(F)cc1Cl)N1CCN(S(=O)(=O)c2cccs2)CC1
 : i	i
CCOc1cc(C(=O)OCc2ccc(OC)cc2)ccc1OCC(=O)N1CCOCC1
 : i	i
Fc1ccccc1-c1nnc2n1N=C(c1ccc(OC(F)F)c(OCC3CC3)c1)CS2
 : i	i
CCOC(=O)C1=C(COC(=O)CNS(=O)(=O)c2ccc(NC(C)=O)cc2)NC(=O)NC1C (configuration not stated)
 : i	i
CN(CC(=O)Nc1ccc(F)c(F)c1F)C(=O)Cn1cnc2c1c(=O)n(C)c(=O)n2C
 : i	i
O=C1CN(C(=O)CSc2nc3c(cnn3-c3ccccc3)c(=O)[nH]2)c2ccccc2N1
 : i	i
O=[N+]([O-])c1ccc2c(c1)C(=NO)c1cc(F)ccc1-2
 : i	i
COc1ccc(CNC(=O)c2ccc(S(=O)(=O)N3CC(C)CC(C)C3)cc2)cc1OC (configuration not stated)
 : i	i
COc1ccc(C)cc1-n1nnnc1SCC(=O)NC1CC1
 : i	i
CN1C[C@@H]2[C@@H]3C(=O)N(Cc4ccccc4)C(=O)[C@@H]3[C@](Cc3ccccc3)(C1=O)N2C(=O)c1ccc(C(C)(C)C)cc1
 : i	i
C=CC[C@@H](Cc1ccc(F)cc1)C(=O)OC[C@@H]1CCCN1C(=O)[C@@H](CC=C)CC(=O)N[C@@H](CO)Cc1ccccc1
 : i	i
c1ccc(C[C@H]2CN=C(Nc3ccccc3)N2CC2CCCCC2)cc1
 : i	i
COc1ccc(C(=O)N/C(=C\c2cccc3ccccc23)C(=O)N2CCN(C)CC2)cc1
 : i	i
COc1ccc(CNc2cccnc2)c(OC)c1OC
 : i	i
CC(C)c1ccc(S(=O)(=O)N2CCN(C(=O)n3ccnc3)CC2)cc1
 : i	i
O=C(NN1CCOCC1)c1ccccc1NS(=O)(=O)c1ccc(F)cc1F
 : i	i

(next part)
Under each structure – KCNK3 inh	ANO1 activ
Cc1ccccc1NC(=O)COC(=O)c1cc(S(=O)(=O)N2CCOCC2)ccc1C
 : i	i
C[C@H](CO)N1C[C@H](C)[C@@H](CN(C)S(=O)(=O)c2cccs2)Oc2ccc(NS(=O)(=O)c3ccccc3)cc2C1=O
 : i	i
COc1cccc(NC(=O)CN(C)C(=O)c2cc(CN3C(=O)c4ccccc4C3=O)ccc2OC)c1
 : i	i
CCCCn1c(N)c(N(CCOC)C(=O)c2cc(S(=O)(=O)N3CCOCC3)ccc2Cl)c(=O)[nH]c1=O
 : i	i
CCOC(=O)c1c[nH]c2ccc([N+](=O)[O-])cc12
 : i	i
O=C(CCNS(=O)(=O)c1ccccc1)NCCSc1ccc(Br)cc1
 : i	i
CCN(CC(=O)NCc1ccc(F)cc1)C(=O)c1ccc2c(c1)OCO2
 : i	i
O=C(Cc1cccs1)N1CCN(S(=O)(=O)c2ccc(Cl)c(C(F)(F)F)c2)CC1
 : i	i
C=CCn1c(SCC(=O)NCC(c2ccccc2)N(C)C)nc2sc3c(c2c1=O)CCC3 (configuration not stated)
 : i	i
Cc1cccc(N2CCN(CC(O)COc3ccc4ccccc4c3)CC2)c1 (configuration not stated)
 : i	i
Cc1ccc(C(=O)OCC(=O)NCCN2C(=O)CSC2=O)cc1[N+](=O)[O-]
 : i	i
C=C(C)CNc1cc(S(=O)(=O)N2CCOCC2)ccc1Oc1ccccc1
 : i	i
Cc1cc(C(=O)CN2C(=O)C(=O)N(CC(C)C)C2=O)c(C)n1C1CC1
 : i	i
CC(C)(C)NS(=O)(=O)NC(=O)C1=C(N2CCCC2)COC1=O
 : i	i
C#CCOCCOCCOCCNc1nc(N2CCN(C(=O)[C@H](CCCN=C(N)N)n3cc(C(N)[C@@H](C)CC)nn3)CC2)nc(N2CCN(C(=O)[C@H](CCCCN)n3cc([C@@H](N)[C@H](C)CC)nn3)CC2)n1 (some centres not stated)
 : i	i
O=C(COC(=O)c1ccncc1)Nc1ccc2c(c1)OCO2
 : i	i
CC(Sc1nnc(Cc2cccs2)n1C1CC1)C(=O)NC1CCS(=O)(=O)C1 (configuration not stated)
 : i	i
Cc1ccc(C)c(NC(=O)CN(C)C(C)C(=O)N2CC(C)CC(C)C2)c1 (configuration not stated)
 : i	i
CCOc1ccccc1C(=O)OC(C)C(=O)Nc1ccc(S(=O)(=O)N2CCCC2)cc1 (configuration not stated)
 : i	i
COCCN(C(=O)Cc1csc(-c2cccc(Cl)c2)n1)c1c(N)n(Cc2ccccc2)c(=O)[nH]c1=O
 : i	i

Later entries
Under each structure – KCNK3 inh	ANO1 activ
CCOc1ccc2nc(SCC(=O)N(CC(C)C)c3c(N)n(CC(C)C)c(=O)[nH]c3=O)[nH]c2c1
 : i	i
O=C1[C@@H]2[C@@H](CN3CN(c4ccccc4)N=C(c4ccccc4)[C@@]23c2ccccc2)C(=O)N1c1ccccc1
 : i	i
CCN(CC)c1ccc(C(=O)NNC(=O)CN2C(=O)NC(C)(c3ccccc3)C2=O)cc1 (configuration not stated)
 : i	i
CC(C)c1cccc(-c2ccc3c(c2)S(=O)(=O)c2cccc(C(=O)NCc4ccco4)c2C3=O)c1
 : i	i
NS(=O)(=O)c1ccc(CCNC(=O)COC(=O)CCN2C(=O)C3CC=CCC3C2=O)cc1 (configuration not stated)
 : i	i
COc1ccc(S(=O)(=O)N2CCc3ccccc32)cc1C(=O)NC1(C)CCS(=O)(=O)C1 (configuration not stated)
 : i	i
O=C(c1cn(Cc2ccccc2)nc1-c1cccnc1)N1CCN(Cc2c(F)cccc2Cl)CC1
 : i	i
N#Cc1ccccc1S(=O)(=O)N1CCN(C(=O)CCC2CCCC2)CC1
 : i	-23*
Cc1ccc(Cl)cc1NC(=O)CN1C(=O)NC2(CCCCCC2)C1=O
 : i	i
COc1cc(/C=C2\SC(=O)N(CCNC(=O)c3c(C)noc3C)C2=O)cc(OC)c1OC
 : i	i
O=C1CC(c2ccccc2)=NO1
 : i	i
Cc1ccc(C)c(-n2ccnc2SCC(=O)Nc2cccc(S(=O)(=O)NC3=NCCC3)c2)c1
 : i	i
C=C[C@@H]1c2ccccc2N(S(=O)(=O)c2ccc(C)cc2)[C@H](c2ccccc2)C1(C#N)C#N
 : i	i
COc1ccccc1-c1nn(-c2ccccc2)cc1C(=O)N1CCc2ccccc2C1
 : i	i
COc1ccc(NC(=O)CCOc2cc(C)ccc2C)cc1S(=O)(=O)N1CCCCC1
 : i	i
Cc1ccc(C(=O)N2[C@@H]3CN(C)C(=O)[C@@]2(Cc2ccccc2)[C@H]2C(=O)N(C)C(=O)[C@@H]32)cc1
 : i	i
CC(C)n1ncc2c(C(=O)Nc3ccc(S(N)(=O)=O)cc3)cc(C3CC3)nc21
 : i	i
COc1ccc2nc(SC(C)C(=O)NCC(=O)Nc3ccc(F)c(F)c3F)[nH]c2c1 (configuration not stated)
 : i	i
COc1ccccc1C(C)NC(=O)C1CCN(S(=O)(=O)c2cccs2)CC1 (configuration not stated)
 : i	i
CCOC(=O)Nc1ccc2c(CN3CCN(S(=O)(=O)c4ccc(C(C)C)cc4)CC3)cc(=O)oc2c1
 : i	i

Grouped by structure, those above containing a nitro group on carbon.
Under each structure – KCNK3 inh	ANO1 activ
O=[N+]([O-])c1ccc2c(c1)C(=NO)c1cc(F)ccc1-2
 : i	i
CCOC(=O)c1c[nH]c2ccc([N+](=O)[O-])cc12
 : i	i
Cc1ccc(C(=O)OCC(=O)NCCN2C(=O)CSC2=O)cc1[N+](=O)[O-]
 : i	i

Continuation:
Under each structure – KCNK3 inh	ANO1 activ
COc1ccc(NS(=O)(=O)c2cccc(C(=O)N/N=C(\C)c3cccnc3)c2)cc1
 : i	i
O=[N+]([O-])c1ccc(NN=Cc2ccc3c(c2)OCO3)nc1
 : i	i
Cc1ccc(NC(=O)COC(=O)c2ccc(NC(=O)CC#N)cc2)cc1S(=O)(=O)N1CCOCC1
 : i	i
CCOC(=O)c1c(C)[nH]c(C)c1C(=O)COC(=O)c1cccnc1Cl
 : i	i
O=C(O)CCCCCCCCCCCNC(=O)NC12CC3CC(CC(C3)C1)C2
 : i	i
COC(=O)c1cc2cc(OC)ccc2n1C
 : i	i
CC(C)CN(C(=O)Cn1c(C(F)(F)F)nc2ccccc21)c1c(N)n(Cc2ccccc2)c(=O)[nH]c1=O
 : i	i
COc1ccccc1OCC(=O)NNC(=O)C1CCN(c2ncnc3sc(C)c(C)c23)CC1
 : i	i
O=C(CN1CCN(S(=O)(=O)c2ccccc2F)CC1)N1CCc2ccccc2C1
 : i	i
COc1cc(CC(=O)OCC(=O)N2CCN(C(=O)c3ccco3)CC2)cc(OC)c1OC
 : i	i
O=C(c1cnn(-c2ccccc2)c1)c1cc(Br)ccc1O
 : i	i
NC(=S)NN=C1c2ccccc2-c2c(F)c(F)c(F)c(F)c21
 : i	i
Nc1c(N(CCO)C(=O)c2ccccc2OCc2ccccc2Cl)c(=O)[nH]c(=O)n1Cc1ccccc1
 : i	i
CN1CCC(N(C)C(=O)/C(C#N)=C\c2ccc(OC(F)F)cc2)CC1
 : i	i
Cc1ccc(CNC(=O)CCNC(=O)c2ccc([N+](=O)[O-])cc2)cc1
 : i	i
O=C(COC(=O)c1cc(Cl)ccc1O)Nc1ccc2c(c1)OCCO2
 : i	i
Cc1ccc(NC(=O)COC(=O)C2(C)CC2(Cl)Cl)cc1S(=O)(=O)N1CCOCC1 (configuration not stated)
 : i	i
COc1ccc(NC(=O)CSc2nnc(C)n2N)cc1S(=O)(=O)N1CCCCC1
 : i	i
Cc1ccc(NNC2CC(=O)N(c3cccc(Cl)c3)C2=O)cc1 (configuration not stated)
 : i	i
Cc1cc(O)c(CN2CCN(S(=O)(=O)c3cccs3)CC2)cc1C(C)C
 : i	i

A second format for part of the listing above:
| KCNK3 inh | ANO1 activ | mol |
| --- | --- | --- |
| i | i | Nc1c(N(CCO)C(=O)c2ccccc2OCc2ccccc2Cl)c(=O)[nH]c(=O)n1Cc1ccccc1 |
| i | i | CN1CCC(N(C)C(=O)/C(C#N)=C\c2ccc(OC(F)F)cc2)CC1 |
| i | i | Cc1ccc(CNC(=O)CCNC(=O)c2ccc([N+](=O)[O-])cc2)cc1 |

The results go on:
Under each structure – KCNK3 inh	ANO1 activ
O=C(COC(=O)c1ccccc1O)Nc1cccc2ccccc12
 : i	i
CCOc1ccc(S(=O)(=O)N2CCN(C3CC(=O)N(c4cccc(C(C)=O)c4)C3=O)CC2)cc1 (configuration not stated)
 : i	i
Cc1c(Cl)cccc1NC(=O)CNC(=O)C1CC(=O)N(CCc2ccccc2)C1 (configuration not stated)
 : i	i
Cn1nc(C(=O)Nc2ccc3c(c2)OCCO3)c2ccccc2c1=O
 : i	i
Cc1noc(C)c1NC(=O)N(C)C[C@H]1Oc2ccc(NC(=O)Cn3cnnn3)cc2C(=O)N([C@H](C)CO)C[C@@H]1C
 : i	i
COc1ccc(C(=O)COC(=O)c2ccccn2)cc1OC
 : i	i
O=C(NNC(=O)c1ccc2ccccc2n1)c1ccc(O)cc1
 : i	i
O=C(COC(=O)Cc1ccc(Br)cc1)NC1CCCC1
 : i	i
CCOCc1c(C(=O)Nc2ccc3nc(N4CCOCC4)sc3c2)oc2ccccc12
 : i	i
Cc1ccc(NC(=O)c2cccc(S(=O)(=O)N3CCCc4ccccc43)c2)nc1
 : i	i
CCCNS(=O)(=O)c1cc2c(cc1Br)CCN2C(=O)CC
 : i	i
COc1cccc(NC(=O)CN(C)C(=O)CSc2ccc3c(c2)OCCO3)c1
 : i	i
O=S(=O)(c1ccc(SCc2cccc(Cl)c2)nc1)N1CCCC1
 : -9.5*	i
Cc1cccc(OCC(=O)NNC(=O)c2cc(S(=O)(=O)N(C)C)ccc2N2CCCC2)c1
 : i	i
CC(Sc1nnc(-c2ccco2)n1N)C(=O)NC1CCCCC1C (configuration not stated)
 : i	i
O=C(COC(=O)c1ccc(Br)o1)Nc1ccc(N2CCOCC2)cc1
 : i	i
O=C(CN1C(=O)NC2(CCCCCC2)C1=O)N1CCN(c2ccccc2)CC1
 : i	i
Cc1nc2c(cnn2CCO)c(=O)[nH]1
 : i	i
COc1ccc(C(=O)OCC(=O)NCc2ccc3c(c2)OCO3)cc1S(=O)(=O)N1CCOCC1
 : i	i
Cc1ccc(S(=O)(=O)N2CCN(C(=O)COC(=O)c3cccc(Cl)c3)CC2)c(C)c1
 : i	i

Additional compounds.
Under each structure – KCNK3 inh	ANO1 activ
Cc1cc(NS(=O)(=O)c2ccc(NC(=O)c3ccoc3C)cc2)nc(C)n1
 : i	i
COc1ccc(N2CCN(C(=O)COC(=O)CNC(=O)c3cccc(OC(F)F)c3)CC2)cc1
 : i	i
N#Cc1ccc(C(=O)NC(=S)NC2CCCCC2)cc1
 : i	i
O=C(COc1ccc(-c2ccccc2)cc1)NNC(=O)Nc1ccccc1
 : i	i
Cc1cccc(NC(=O)c2nc[nH]c2C(=O)N[C@@H](C)c2ccccc2)c1
 : i	i
CC1(C)CC2CC(C)(CN2C(=O)COC(=O)c2cccc(O)c2)C1 (configuration not stated)
 : i	i
COc1ccc(NC(=O)COC(=O)Cc2coc3cc(OC)ccc23)c(OC)c1
 : i	i
Cc1ccc(S(=O)(=O)N(CCC(=O)NCC(c2ccccc2)N(C)C)c2ccccc2)cc1 (configuration not stated)
 : i	i
